# Screening data as filed in PubChem.
# PLK1 PBD inh: qHTS for Inhibitors of PLK1-PDB (polo-like kinase 1 - polo-box domain): Primary Screen. AID 720504, 2013. Potency, µM, without a hit: max response, negative = inhibition, most hits filed as inhibitors. Plk1 PBD binding of FITC phosphopeptide, fluorescence polarization. actives 2.8% (n = 360,000); note: potency is the fitted concentration of half-maximal effect; series mostly up to about 57 µM; % is set by controls: 0 for no effect and ±100 for the full control effect; nearly all actives have a fitted effect of over 65% in size
# IL-2 act: qHTS of IL-2 Activators; activation, % (series mostly up to about 46 µM); IL-2 activation reporter assay, cell-based qHTS; stimulated with anti-CD3/CD4/CD28 beads; in transgenic mouse T cells; actives 0.065% (n = 360,000); in the data active = activation above about 50%; inconclusive = mostly about 30% to 49%; note: 0% is about no effect
#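 Readout: EGFP and DsRed signals by fluorescent plate cytometry. Unstimulated transgenic mouse T cells received compound 60 min before antibody-bead stimulation, then incubated 18 h at 37 degrees C.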
# HEK293 tox: qHTS of GLP-1 Receptor Inverse Agonists: Cytotox Screen. HEK293 cAMP-luciferase reporter cells, luminescence, 24 h. Potency, µM (top dose mostly 38.3 µM), for the others: top-dose activity change, negative = inhibition, most hits filed as inhibitors. actives 0.13% (n = 410,000);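 note: loss of luciferase light is scored as toxicity; potency is the fitted concentration of half-maximal effect; % is set by controls: 0 for no effect and ±100 for the full control effect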
#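 Cells in DMEM/10% Nu serum/1% pen-strep, 1536-well format. Pre-incubated 12 h, dosed with 23 nL compound, incubated a further 24 h. Luciferase detection, 12 min at room temp, luminescence.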
# D3 ag: qHTS of D3 Dopamine Receptor Agonist: qHTS; D(3) dopamine receptor (Homo sapiens), P35462; D3R DiscoveRx beta-arrestin cells, luminescence, 90 min; max activation, %; actives 0.58% (n = 410,000); AID 652048, 2013; in the data active = max activation above about 30%; note: 0% is about no effect; mostly tested at two doses, the higher about 12 µM
# Target sequence (P35462 whole entry, looked up): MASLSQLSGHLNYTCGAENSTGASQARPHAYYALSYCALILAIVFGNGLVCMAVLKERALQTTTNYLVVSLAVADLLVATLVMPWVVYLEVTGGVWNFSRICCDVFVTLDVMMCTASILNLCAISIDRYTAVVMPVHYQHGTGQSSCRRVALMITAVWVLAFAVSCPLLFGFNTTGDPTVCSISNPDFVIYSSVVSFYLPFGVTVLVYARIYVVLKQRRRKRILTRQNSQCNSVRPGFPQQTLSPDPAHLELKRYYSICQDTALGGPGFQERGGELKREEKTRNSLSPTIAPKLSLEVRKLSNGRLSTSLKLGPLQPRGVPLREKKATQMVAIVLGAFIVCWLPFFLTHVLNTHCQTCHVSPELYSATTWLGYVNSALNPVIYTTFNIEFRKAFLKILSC
#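 Cells at 1500/well, incubated overnight, then treated with pinned compounds (dopamine as control) for 90 min at 37 degrees C. DiscoveRx reagent added for 30 - 60 minutes at room temperature; luminescence read.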
# GLP1R ag: qHTS of GLP-1 Receptor Agonists. HEK293 GLP-1R CRE-luciferase, luminescence, 4-6 h; cells express a hypersensitive GLP-1R form. Potency, µM (titrated, usually from 45.6 µM), inactives show top-dose activation, hits mostly activators. actives 0.007% (n = 380,000); note: potency is the fitted concentration of half-maximal effect; % of control where 0% means no effect
# Target sequence (P43220 whole entry, looked up): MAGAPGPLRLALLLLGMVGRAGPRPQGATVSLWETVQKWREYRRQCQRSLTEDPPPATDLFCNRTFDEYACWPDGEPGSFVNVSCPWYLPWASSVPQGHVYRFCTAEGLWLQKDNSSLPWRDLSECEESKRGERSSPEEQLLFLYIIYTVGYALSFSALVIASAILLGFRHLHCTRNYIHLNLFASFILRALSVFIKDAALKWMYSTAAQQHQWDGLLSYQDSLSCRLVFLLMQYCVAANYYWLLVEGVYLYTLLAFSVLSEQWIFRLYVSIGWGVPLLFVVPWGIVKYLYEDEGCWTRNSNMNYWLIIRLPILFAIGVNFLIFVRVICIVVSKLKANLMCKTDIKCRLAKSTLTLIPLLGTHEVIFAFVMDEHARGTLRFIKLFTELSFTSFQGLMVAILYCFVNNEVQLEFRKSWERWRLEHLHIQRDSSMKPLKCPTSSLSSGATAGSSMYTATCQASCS
# GLP1R inv ag: qHTS of GLP-1 Receptor Inverse Agonists (Inhibition Mode); Glucagon-like peptide 1 receptor (Homo sapiens), P43220; HEK293 GLP-1R CRE-luciferase, luminescence, 24 h; GLP-1R form is constitutively active; Potency, µM (series often up to 38.3 µM), for inactives: at the top dose activity change, negative = inhibition, hits mostly inhibitors; actives 1.6% (n = 410,000); note: potency is the fitted concentration of half-maximal effect; % is set by controls: 0 for no effect and ±100 for the full control effect; nearly all actives have a fitted effect of over 55% in size
#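 Assay principle: reduced luminescence from a cAMP-responsive reporter in HEK293 cells co-expressing a constitutively active GLP-1R. Conditions: 24 hr compound incubation, 37 deg C, 5% CO2.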
# WRN inhibitor: qHTS for Inhibitors of WRN Helicase | Bifunctional 3'-5' exonuclease/ATP-dependent helicase WRN (Homo sapiens), Q14191 | WRN helicase unwinding, fluorescent forked duplex, kinetic | Potency, µM (doses to about 114 µM), for the others: at the highest dose activity change, negative = inhibition, usual class: inhibitors | actives 0.46% (n = 360,000); note: potency is the fitted concentration of half-maximal effect; % is set by controls: 0 for no effect and ±100 for the full control effect; nearly all actives have a fitted effect of over 55% in size
#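 Kinetic red-fluorescence monitoring (525/598 nm) tracks WRN helicase activity after 100 nM fluorophore-quencher forked duplex and 2 mM ATP are added to 20 nM enzyme pretreated 15 min at room temperature with compound.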
# D3 antag: qHTS of D3 Dopamine Receptor Antagonist: qHTS; D(3) dopamine receptor (Homo sapiens), P35462; D3R cells, DiscoveRx beta-arrestin luminescence, antagonist mode; stronger effect = lower value; max response, negative = inhibition, %; actives 2.5% (n = 360,000); AID 652054, 2013; in the data active = max response below about -50%; inconclusive = no clear call, values can overlap the other calls; note: % is set by controls: 0 for no effect and ±100 for the full control effect; mostly tested at two doses, the higher about 12 µM
#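 Cells expressing the human receptor were seeded at 1500 cells/well, incubated overnight at 37 degrees C in 5% CO2, then exposed to library compounds with dopamine controls for 90 minutes at 37 degrees C before luminescent detection.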
# PI5P4Ka inh: qHTS for Inhibitors of phosphatidylinositol 5-phosphate 4-kinase (PI5P4K) | Phosphatidylinositol 5-phosphate 4-kinase type-2 alpha (Homo sapiens), P48426 | PI5P4Kalpha enzyme, ADP-Glo luminescence, 60 min; stronger effect = lower value | max response, % | actives 1.2% (n = 330,000); active = max response of -50% or lower; inconclusive = between -30% and -50%; inactive = -30% or higher; note: value at the top dose of about 77 µM; % is set by controls: 0 for no effect and ±100 for the full control effect
#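 Single end-point luminescence (ADP-Glo) quantified ADP from PI5P4Kalpha turnover; ATP 5 microM final, 1 h at RT, 0.1% CHAPS and 0.28 mM EGTA in HEPES pH 7.4.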
# An asterisk follows results filed as active; ? = inconclusive; nt = no result given; & = joins results of further samples; [ ] = remark or other dose. Unless noted, calls come from the whole dose curve; as a rule, active = well fitted curve in the direction sought with a large enough effect; inconclusive = small, poorly fitted or top-dose-only effect, or another doubt; inactive = no such curve, though single readings can be large; an effect the other way counts as inactive or inconclusive.
# The first 4 entries, to show the layout:
SMILES,PLK1 PBD inh,IL-2 act,HEK293 tox,D3 ag,GLP1R ag,GLP1R inv ag,WRN inhibitor,D3 antag,PI5P4Ka inh
O=C(Nc1ccc(C(=O)N2CCC(N3CCCC3)CC2)cc1)c1ccc(Br)o1,-4%,0.0,-6%,11,-6%,16%,6%,18,-17
CCOc1ccc(/C(O)=C2/C(=O)C(=O)N(CCCN3CCOCC3)C2c2ccc(C)cc2)cc1C (configuration not stated),-5%,0.4,-11%,-7,-5%,21%,-1%,-21,4
CCc1cccc(C)c1Nc1nc2ccccc2n2cnnc12,4%,-0.1,8%,20,4%,77%[activator],-4%,11,3
CCC(C)CCN1CCN=C1N(C)C (configuration not stated),-14%,0.6,18%,-22,0%,1%,9%,-18,2

# Results, from the start:
SMILES,PLK1 PBD inh,IL-2 act,HEK293 tox,D3 ag,GLP1R ag,GLP1R inv ag,WRN inhibitor,D3 antag,PI5P4Ka inh
O=C(Nc1ccc(C(=O)N2CCC(N3CCCC3)CC2)cc1)c1ccc(Br)o1,-4%,0.0,-6%,11,-6%,16%,6%,18,-17
CCOc1ccc(/C(O)=C2/C(=O)C(=O)N(CCCN3CCOCC3)C2c2ccc(C)cc2)cc1C (configuration not stated),-5%,0.4,-11%,-7,-5%,21%,-1%,-21,4
CCc1cccc(C)c1Nc1nc2ccccc2n2cnnc12,4%,-0.1,8%,20,4%,77%[activator],-4%,11,3
CCC(C)CCN1CCN=C1N(C)C (configuration not stated),-14%,0.6,18%,-22,0%,1%,9%,-18,2
CCOCc1nnc(NC(=O)c2ccc3c(c2)OCO3)s1,0%,-0.1,5%,3,-4%,20%,1%,2,10
CC(C)C[C@@H]1COc2cc(N3CCC[C@H]3CO)ccc2S(=O)(=O)N1,0%,-0.3,5%,6,13%,23%,-6%,13,-2
NS(=O)(=O)c1cccc(NC(=O)CSc2n[nH]c(-c3cccs3)n2)c1,-7%,0.1,4%,-3,-2%,-5%,0%,-9,4
CC(=O)Nc1cccc(NC(=O)CN2c3cccc4cccc(c34)S2(=O)=O)c1,-1%,-1.4,6%,-10,-8%,8%,-30%,22,-18
O=CNCc1nc2ccccc2n1CCCc1ccccc1,-6%,0.1,9%,-1,9%,-6%,-11%,0,-3
COc1cccc(C2=CC(c3cccc(OC)c3OC)n3nnnc3N2)c1 (configuration not stated),-8%,0.0,43%[activator],-5,21%,?,4%,5,-13
COC(=O)CC(NC(=O)Nc1ccccc1F)c1ccc2c(c1)OCO2 (configuration not stated),-4%,0.9,19%,-5,-4%,4%,5%,-13,-1
CCOC(=O)c1c(C)c(-c2ccccc2)n(CC(=O)NCCCN(CC)CC)c1C,-10%,0.9,3%,-7,8%,?,5%,-23,5
COc1ccccc1CNC(=O)c1ccc(S(=O)(=O)N2CCCC2)cc1,-2%,-1.4,-5%,3,-3%,0%,1%,14,nt
COc1cccc(-c2onc3ccc(C(=O)/C=C/N(C)C)cc23)c1,3%,-0.5,-13%,1,12%,5%,0%[11.6 µM],5,?
CCN(CC)C(=O)[C@H]1C[C@H](CC(=O)NC(C)(C)C)C(=O)N2CCc3c([nH]c4cc(CCC(=O)N(C)C)ccc34)[C@]12C,-8%,-0.6,-6%,16,0%,-3%,1%,26,0
COc1cc(C(=O)NNC2=CC(=O)CC(C)(C)C2)cc(OC)c1OC,-4%,0.0,?,-13,-1%,6%,-14%,-18,-3
O=C1C2CCCCN2C(=O)N1CCCCN1CCN(c2cccc(Cl)c2)CC1 (configuration not stated),-1%,1.5,8%,1,-6%,-37%,6%,-60*,-3
CCCC(=O)Nc1ccc(C(=O)NN2C(=O)c3ccccc3C2=O)cc1,5%,-3.2,-17%,4,0%,11%,-6%,0,10
C/C(Cn1nnc2ccccc21)=N\NC(=O)c1cccc(Br)c1,-5%,-3.1,-15%,-6,1%,-25%,3%,9,1
CCN1C(=O)[C@H]2[C@H]3CN=C(SCc4ccc(C#N)cc4)N3[C@@](CC)(C(=O)OC)[C@H]2C1=O,-5%,0.8,1%,2,13%,27%,-2%,0,-1
O=C(CCNC(=O)c1ccccc1Cl)Nc1ccc2c(c1)OCO2,-6%,0.4,8%,-7,-13%,2%,-3%,4,-2
COCCCNC(=O)c1ccc(Cn2c(=O)c3ccccc3n(Cc3ccc(C)cc3)c2=O)cc1,1%,-0.4,2%&-21%,1&1,-1%&-2%,20%&2%,-4%,3,3
COc1cc(C(=O)NC(C)Cc2ccccn2)ccc1OC1CCN(C(C)=O)CC1 (configuration not stated),-4%,-2.0,6%,3,4%,19%,3%,7,0
O=C(C1CCCN(S(=O)(=O)c2cccc3cccnc23)C1)N1CCN(c2ccc(F)cc2)CC1 (configuration not stated),-13%,-2.5,4%,-5,-5%,-18%,-3%,-30,-2
COc1ccccc1NS(=O)(=O)c1ccc(C)c(C(=O)NCC(c2cccs2)N2CCOCC2)c1 (configuration not stated),-8%,-0.2,2%,7,2%,3%,-2%,-15,-4
CCCC(=O)N1CCN(c2ccc(NC(=O)c3ccco3)cc2)CC1,-7%,-0.4,3%,-1,2%,-5%,-5%,0,0
CC(C)NC(=O)C1(C)CCCN1C/C=C/c1ccccc1 (configuration not stated),-9%,-0.3,-1%,-5,8%,-8%,1%[57.1 µM],-17,-1
COc1ccccc1/C=C1\SC(=S)N(CC(=O)NC2CCS(=O)(=O)C2)C1=O (configuration not stated),-6%,-3.0,?,1,0%,-4%,10%,-12,2
CCCn1c(N)c(C(=O)CSc2nc(C)nc3sc(C)c(C)c23)c(=O)[nH]c1=O,?,0.5,7%,-4,-4%,15%,?,19,-18
Oc1c(C=C2N=c3ccccc3=N2)sc(=S)n1C1CCCCC1,2%&-10%,0.6&2.7,-9%&23%,-3&-2,-17%&-7%,0%&11%,3%&-21%,14&-18,-5&8
COc1cccc(OCCCOc2ccc([N+](=O)[O-])cc2Cl)c1,-6%,-4.5,5%,-8,11%,-3%,-25%,21,-8
O=C(Cc1c(F)cccc1Cl)Nc1cccc(S(=O)(=O)NC2=NCCCCC2)c1,-1%,1.0,-4%,-18,11%,0%,3%,-6,8
CC(C)NS(=O)(=O)c1ccc(CCC(=O)N2CCC(C(N)=O)CC2)cc1,5%,-2.0,4%,3,0%,7%,6%,5,0
CC1=NN(C(C#N)c2ccccc2)C(c2ccccc2)C1 (configuration not stated),5%,0.4,5%,2,-3%,2%,-10%,12,7
COc1ccccc1CNC(=O)COC(=O)c1ccc(Cl)c(N)c1,-16%,1.1,6%,-5,9%,-5%,7%,-2,5
CCCN1Cc2cccc(C(=O)NCc3ccc4c(c3)OCO4)c2C1=O,-11%,-2.2,-10%,1,22%,9%,4%[57.1 µM],7,1
Cc1cccc(NC(=O)CCSc2ccccn2)c1,-8%,-3.2,3%,1,9%,27%,-8%,0,-8
Cc1ccccc1Nc1c([N+](=O)[O-])cncc1[N+](=O)[O-],-5%,0.7,-21%,0,11%,27%,-5%,2,4
COc1ccc(NC(=O)CN(C)C(=O)c2cc(C)on2)cc1,0%,-1.4,-1%,0,8%,19%,-10%,0,3
CCN(CCn1cccn1)C(=O)CCc1nnc(C2CCCCC2)o1,-19%,-1.3,2%,-3,2%,1%,8%,5,2
Cc1cccc(C)c1NC(=O)c1cccc(N2C(=O)C3CCC(C)CC3C2=O)c1 (configuration not stated),1%,2.8,-1%,11,3%,8%,-27%,7,1
CC1(C)O[C@@H]2[C@H](O1)[C@@H](COS(=O)(=O)O)O[C@H]2n1ccc(=O)[nH]c1=O,-4%,-0.6,?,1,-3%,7%,2%,7,-1
CSc1cccc(NC(=O)C2CCCN2S(=O)(=O)c2ccc3c(c2)CCC(=O)N3)c1 (configuration not stated),-1%,-0.2,-4%,-1,5%,-3%,-9%,-21,nt
O=C(NCCCN1CCCC1=O)Nc1ccc(F)c(Cl)c1,0%,-3.6,-13%,12,-9%,-3%,-15%,-7,nt
CCOC(=O)C1=CCN(S(=O)(=O)c2ccc(Br)cc2)C1c1ccc(C)cc1 (configuration not stated),-16%,-0.8,2%,-2,-5%,?,-9%,4,7
COc1cccc(-n2nnc3c(=O)n(Cc4ccc(Br)cc4)cnc32)c1,1%,-3.4,-1%,2,-1%,0%,-6%,16,nt
COc1cc(OC)c2c(-c3ccccc3)cc(=O)oc2c1C(CCN1CCCCC1)c1ccc2c(c1)OCO2 (configuration not stated),4%,-0.4,0%,-30,4%,19%,4%,?,2
COCCNC(=S)Nc1cccc2cnccc12,3%,3.6,-2%,-4,-1%,3%,0%,4,2
COC(=O)c1sccc1NC(=O)CSCC(=O)O,-11%,0.2,-1%,-4,1%,-7%,-11%,8,7
CNC(=O)c1cc(NC(=O)CCn2nc(-c3ccccc3)c3ccccc3c2=O)ccc1OC,2%,-6.5,15%,1,5%,40%[activator],-3%,-26,2
COCCOC(=O)c1ccc(NC(=O)COc2ccc([N+](=O)[O-])cc2)cc1,-14%,0.1,11%,-3,5%,9%,-6%,-24,-8
CC(=O)Nc1cnc2ccccc2n1,-7%,-1.4,-15%,-1,-10%,0%,9%,-5,-18
Cc1c(Cl)c([N+](=O)[O-])nn1CCCC(=O)Nc1cccc(Cl)c1Cl,-3%,0.1,-20%,2,3%,-15%,7%,-1,2
Cc1noc(/C=C/N(C)C)c1S(=O)(=O)N1CCCC(C(=O)NC2CCCCC2)C1 (configuration not stated),-12%,-2.3,-13%,-10,3%,-8%,4%,-10,3
